Bioassay records (PubChem)
CIT2 TOR yeast = modulators of CIT2-GFP expression in yeast, primary screen, S. cerevisiae, GFP fusion, multiplex flow cytometry, MLPCN library. S. cerevisiae CIT2-GFP strain, 3 h; 100 means same as DMSO wells. hit rate 0.065% among 320,000. GFP response vs DMSO, % at 10 µM;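 active means GFP response relative to DMSO above a set limit, near the screen mean plus 3 SD, cut at about 150% in these data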;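 further: ratio of well median GFP fluorescence to mean of DMSO wells on the plate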
MCL1-BIM inh = inhibitors of MCL1 binding to BIM-BH3, primary screen, biochemical, fluorescence polarization; Induced myeloid leukemia cell differentiation protein Mcl-1 (Homo sapiens), Q07820; inhibition, % at 10.9 µM; GST-MCL1 / FITC-Bim-BH3 fluorescence polarization; AID 2057, 2009; hit rate 0.68% among 320,000;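 active means inhibition above the mean inhibition of all tested compounds plus 3 SD, set per campaign, cut at about 40% in these data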;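 further: 0% = DMSO wells and 100% = unlabeled Bim-BH3 peptide control; higher means more loss of mP so more displacement of Bim peptide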
Target sequence (Q07820 whole entry, looked up): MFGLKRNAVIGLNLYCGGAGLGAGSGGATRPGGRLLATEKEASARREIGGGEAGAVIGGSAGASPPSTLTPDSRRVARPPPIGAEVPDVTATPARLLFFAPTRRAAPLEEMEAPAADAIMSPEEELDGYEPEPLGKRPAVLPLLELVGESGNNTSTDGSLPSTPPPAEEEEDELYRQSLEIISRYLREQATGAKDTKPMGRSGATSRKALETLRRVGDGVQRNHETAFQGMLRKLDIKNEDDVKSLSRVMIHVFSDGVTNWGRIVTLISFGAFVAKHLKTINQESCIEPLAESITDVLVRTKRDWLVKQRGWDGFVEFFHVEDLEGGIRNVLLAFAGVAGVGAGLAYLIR
GLD-1 RNA inh = GLD-1/TGE RNA complex disruptors, primary screen, biochemical, fluorescence polarization; Female germline-specific tumor suppressor gld-1 (Caenorhabditis elegans), Q17339; inhibition, % at 5.96 µM; hit rate 0.44% among 320,000; purified GLD-1 + fluorescein TGE RNA;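 active means percent inhibition above a per-plate cutoff, the plate mean of test compounds plus 3 SD, cut at about 30% in these data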;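 further: 0% = DMSO wells with GLD-1 and probe and 100% = wells lacking GLD-1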
Bcl-xL primary = inhibitors of human Bcl-xL, primary screen, biochemical, fluorescence polarization, HTS; AID 2129, 2009; inhibition, % at 10.9 µM; hit rate 0.7% among 320,000; GST-Bcl-xL / FITC-Bim BH3 peptide fluorescence polarization; Bcl-2-like protein 1 (Homo sapiens), Q07817;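 active means inhibition above the mean of all tested compounds plus 3 SD, cutoff set per campaign, cut at about 30% in these data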;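 further: 0% = DMSO wells and 100% = unlabeled Bim-BH3 peptide competitor; inhibitors lower millipolarization by displacing the labeled peptide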
Target sequence (Q07817 whole entry, looked up): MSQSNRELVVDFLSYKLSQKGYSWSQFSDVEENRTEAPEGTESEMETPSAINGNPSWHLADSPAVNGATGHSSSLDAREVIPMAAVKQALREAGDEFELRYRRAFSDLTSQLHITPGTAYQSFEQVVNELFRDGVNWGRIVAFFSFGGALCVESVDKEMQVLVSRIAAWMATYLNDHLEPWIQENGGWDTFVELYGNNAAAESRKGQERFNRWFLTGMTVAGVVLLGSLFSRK
AGP1-GFP MLPCN = modulators of AGP1-GFP expression in yeast TOR pathway, primary screen, cell-based, multiplex flow cytometry, S. cerevisiae, MLPCN library | 3 h; GFP as percent of DMSO wells | GFP response vs DMSO, % at 10 µM | hit rate 0.02% among 320,000;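 active means GFP response relative to DMSO above a set limit, near screen average plus 3 SD, cut at about 150% in these data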;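 further: median GFP channel fluorescence of the gated AGP1 strain per well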
GRK2 aptamer HTS = compounds blocking aptamer binding on GRK2 – biochemical, human GRK2, bead flow cytometry, HTS, primary screen. Beta-adrenergic receptor kinase 1 (Homo sapiens), P25098. FAM-aptamer displacement from GRK2. inhibition of aptamer binding, % at 10 µM. hit rate 0.59% among 330,000. AID 488847, 2010;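 active means inhibition of aptamer binding above 40%, roughly 3 SD of noise, on plates passing a quality check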;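 further: median bead fluorescence of bound FAM aptamer so fluorescent compounds give negative values; no value below 0 was filed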
Yeast superoxide = reduction of superoxide in aged yeast, primary screen, HTS; S. cerevisiae aged cells, superoxide DHE fluorescence; stronger effect = lower value; superoxide response (% of plate mean), % at 10 µM; hit rate 0.18% among 330,000;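 active means superoxide response under a set limit, about three screen SD below normal, cut at about 65% in these data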;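 further: yeast aged for seven days with compound at 30 °C before DHE staining; 100% = average MFI of all compound-treated wells on the plate with controls excluded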
VLA-4 inh = inhibition in human VLA-4 binding assay, primary screen, VLA-4 allosteric modulator project, MLPCN library, flow cytometry, VLA-4 expressing cells. AID 2557, 2010. Integrin alpha-4 (Homo sapiens), P13612. inhibition, % (about 7 µM as worked out from the volumes in the protocol). ligand binding flow cytometry. hit rate 0.2% among 330,000; in the data active means inhibition above about 50%
MEX-5 binding = MEX-5 zinc finger RNA-binding disruptors – biochemical, C. elegans, fluorescence polarization, MLPCN library, primary screen. Zinc finger protein mex-5 (Caenorhabditis elegans), Q9XUB2. MEX-5/FITC-TCR2 RNA binding; stronger effect = lower value. activity score (negative = inhibition of binding), % at 10 µM. hit rate 0.38% among 300,000. AID 1832, 2009;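 active means inhibition past about -25% in most replicates, and total fluorescence under double the plate's negative control median, limit read from the data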;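 further: 0% = DMSO and -100% = 5 µM competing unlabeled TCR2 RNA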
Target sequence (Q9XUB2 whole entry, looked up): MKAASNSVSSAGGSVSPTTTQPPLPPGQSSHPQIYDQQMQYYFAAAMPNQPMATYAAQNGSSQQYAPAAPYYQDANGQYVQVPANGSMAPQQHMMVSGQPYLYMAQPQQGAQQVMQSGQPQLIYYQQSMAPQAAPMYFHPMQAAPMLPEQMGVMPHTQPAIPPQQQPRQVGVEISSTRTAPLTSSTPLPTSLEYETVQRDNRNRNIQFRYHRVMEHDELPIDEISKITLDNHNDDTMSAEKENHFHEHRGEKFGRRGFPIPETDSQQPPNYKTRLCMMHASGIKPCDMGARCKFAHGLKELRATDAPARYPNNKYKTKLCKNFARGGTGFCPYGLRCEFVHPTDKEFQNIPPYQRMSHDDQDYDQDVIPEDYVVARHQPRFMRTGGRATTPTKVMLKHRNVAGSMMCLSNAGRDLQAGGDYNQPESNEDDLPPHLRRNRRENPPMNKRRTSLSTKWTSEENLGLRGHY
* hit, by the source's call.

For CCOC(=O)c1ccc(N2C(=O)CC(N3CCC(O)(c4ccc(Br)cc4)CC3)C2=O)cc1 (centres undefined) the results were CIT2 TOR yeast 98.1, MCL1-BIM inh 2.9, GLD-1 RNA inh 2.2, Bcl-xL primary 1.7, AGP1-GFP MLPCN 104.4, GRK2 aptamer HTS 4.0, Yeast superoxide 91.2, VLA-4 inh 5.3 and MEX-5 binding -0.7.
For COc1ccc(-c2nc(C)sc2C)cc1 the results were CIT2 TOR yeast 98.0, MCL1-BIM inh 2.0, GLD-1 RNA inh 3.6, Bcl-xL primary 4.9, AGP1-GFP MLPCN 98.5, GRK2 aptamer HTS 0.0, Yeast superoxide 81.1, VLA-4 inh 17.5 and MEX-5 binding -1.3.
S=C(NCc1ccc(Cl)c(Cl)c1)NCc1ccco1 was read as CIT2 TOR yeast 82.4, AGP1-GFP MLPCN 85.0, GRK2 aptamer HTS 0.0, Yeast superoxide 99.9, VLA-4 inh 0.6 and MEX-5 binding -0.7.
For CCn1c(SCC(=O)Nc2ccc(S(N)(=O)=O)cc2)nnc1-c1cccc(OC)c1 the results were CIT2 TOR yeast 99.8, MCL1-BIM inh -6.5, GLD-1 RNA inh 8.9, Bcl-xL primary -3.7, AGP1-GFP MLPCN 105.9, GRK2 aptamer HTS 0.0, Yeast superoxide 99.5, VLA-4 inh 18.0 and MEX-5 binding -4.0.
COC(=O)C1=C(CS(=O)(=O)c2ccccc2)NC(=O)NC1c1ccc(OC)c(OC)c1 (centres undefined) was read as CIT2 TOR yeast 99.2, MCL1-BIM inh -1.3, GLD-1 RNA inh -1.3, Bcl-xL primary 1.5, AGP1-GFP MLPCN 101.4, GRK2 aptamer HTS 0.0, Yeast superoxide 117.7, VLA-4 inh 1.4 and MEX-5 binding -0.1.
`COc1ccc(C2NC3=C(CCCC3)C(C#N)(C#N)C2(C#N)C#N)cc1` (centres undefined) gave CIT2 TOR yeast 101.8, MCL1-BIM inh -3.4, GLD-1 RNA inh 4.5, Bcl-xL primary 14.2, AGP1-GFP MLPCN 104.1, GRK2 aptamer HTS 2.0, Yeast superoxide 103.7, VLA-4 inh -85.8 and MEX-5 binding -0.1.
O=[N+]([O-])c1cccnc1Oc1cccnc1 was read as CIT2 TOR yeast 94.4, MCL1-BIM inh 2.7, GLD-1 RNA inh -3.8, Bcl-xL primary 5.3, AGP1-GFP MLPCN 91.5, GRK2 aptamer HTS 2.0, Yeast superoxide 124.7, VLA-4 inh 13.7 and MEX-5 binding 1.8.
For Clc1ccc(Oc2nc(Oc3ccc(Cl)cc3)nc(N3CCOCC3)n2)cc1 the results were CIT2 TOR yeast 99.9, MCL1-BIM inh 6.0, GLD-1 RNA inh 3.3, Bcl-xL primary -1.6, AGP1-GFP MLPCN 99.5, GRK2 aptamer HTS 1.0, Yeast superoxide 98.5, VLA-4 inh 3.1 and MEX-5 binding -1.4.
Screening CCOc1ccc2[nH]c(=O)c(CN(Cc3ccc(F)cc3)C(=O)c3ccco3)cc2c1 returned CIT2 TOR yeast 80.9, MCL1-BIM inh 6.6, GLD-1 RNA inh 3.1, Bcl-xL primary 6.3, AGP1-GFP MLPCN 84.3, GRK2 aptamer HTS 4.0, Yeast superoxide 96.7, VLA-4 inh 7.2 and MEX-5 binding -4.3.
Screening COC(=O)c1ccc(NC(=O)c2ccc(F)cc2)o1 returned CIT2 TOR yeast 91.3, MCL1-BIM inh -2.5, GLD-1 RNA inh -1.1, Bcl-xL primary 3.4, AGP1-GFP MLPCN 90.5, GRK2 aptamer HTS 0.0, Yeast superoxide 90.2, VLA-4 inh 0.4 and MEX-5 binding -2.9.
Screening O=C(NCCOc1ccccc1)C1CCCN1C(=O)c1cccs1 (centres undefined) returned CIT2 TOR yeast 89.1, MCL1-BIM inh -4.5, GLD-1 RNA inh -0.9, Bcl-xL primary 2.4, AGP1-GFP MLPCN 103.3, GRK2 aptamer HTS 0.0, Yeast superoxide 108.5, VLA-4 inh 15.5 and MEX-5 binding 0.5.
For COc1cccc(/C=C/C(=O)Oc2ccc(C(=O)c3ccc(F)cc3)cc2)c1 the results were CIT2 TOR yeast 103.8, MCL1-BIM inh 2.5, GLD-1 RNA inh 4.9, Bcl-xL primary 5.2, AGP1-GFP MLPCN 101.8, GRK2 aptamer HTS 3.0, Yeast superoxide 104.5, VLA-4 inh 18.8 and MEX-5 binding -0.5.
CCOC(=O)CNC1CC(=O)N(c2ccc(Br)cc2)C1=O (centres undefined) was read as CIT2 TOR yeast 97.6, MCL1-BIM inh 2.0, GLD-1 RNA inh -6.5, Bcl-xL primary 6.1, AGP1-GFP MLPCN 99.6, GRK2 aptamer HTS 0.0, Yeast superoxide 80.8, VLA-4 inh -3.3 and MEX-5 binding 1.0.
`CC/C(=N/Nc1ccccc1)c1cnnc(-c2ccccc2)n1` gave CIT2 TOR yeast 98.4, MCL1-BIM inh -0.5, GLD-1 RNA inh 1.4, Bcl-xL primary 4.5, AGP1-GFP MLPCN 94.2, GRK2 aptamer HTS 0.0, Yeast superoxide 94.7, VLA-4 inh 7.2 and MEX-5 binding -3.0.
Cc1ccc(-n2nc(C)cc2NC(=O)CC#N)cc1 was read as CIT2 TOR yeast 103.4, MCL1-BIM inh -8.0, GLD-1 RNA inh -1.0, Bcl-xL primary -1.2, AGP1-GFP MLPCN 103.6, GRK2 aptamer HTS 2.0, Yeast superoxide 115.7, VLA-4 inh -1.2 and MEX-5 binding 2.6.
Screening CCOC(=O)c1c(CSc2ccccc2)n(C)c2cc(Br)c(OCC(O)CNC(CO)(CO)CO)cc12 (centres undefined) returned CIT2 TOR yeast 106.6, MCL1-BIM inh -49.6, GLD-1 RNA inh -4.0, Bcl-xL primary -51.9, AGP1-GFP MLPCN 100.7, GRK2 aptamer HTS 0.0, Yeast superoxide 97.9, VLA-4 inh -33.1 and MEX-5 binding 1.2.
For Nc1cccc(NP(=O)(c2ccccc2)c2ccccc2)c1 the results were CIT2 TOR yeast 104.1, MCL1-BIM inh 2.6, GLD-1 RNA inh 4.5, Bcl-xL primary 2.9, AGP1-GFP MLPCN 110.5, GRK2 aptamer HTS 4.0, Yeast superoxide 83.6, VLA-4 inh 5.6 and MEX-5 binding -1.5.
Nc1c(-c2cccc(Cl)c2)cnn1-c1ccccc1 was read as CIT2 TOR yeast 96.2, MCL1-BIM inh -4.2, GLD-1 RNA inh -1.8, Bcl-xL primary 3.7, AGP1-GFP MLPCN 89.8, GRK2 aptamer HTS 1.0, Yeast superoxide 122.8, VLA-4 inh 16.7 and MEX-5 binding 1.2.
`CCCc1nnc(NC(=O)CCC(=O)N2CCN(Cc3cc(F)ccc3OC)CC2)s1` gave CIT2 TOR yeast 100.9, MCL1-BIM inh 8.1, GLD-1 RNA inh -1.0, Bcl-xL primary 6.4, AGP1-GFP MLPCN 108.3, GRK2 aptamer HTS 3.0, Yeast superoxide 110.5, VLA-4 inh 7.9 and MEX-5 binding 0.6.
`Cc1ccc(Nc2cc(C)nc(N3CCOCC3)n2)cc1` gave CIT2 TOR yeast 97.5, MCL1-BIM inh 3.8, GLD-1 RNA inh 0.1, Bcl-xL primary 5.2, AGP1-GFP MLPCN 104.4, GRK2 aptamer HTS 2.0, Yeast superoxide 95.4, VLA-4 inh -3.1 and MEX-5 binding -0.5.
CCOc1ccc(S(=O)(=O)Nc2cc(OC)c(OC)cc2C(=O)O)cc1 was read as CIT2 TOR yeast 75.1, MCL1-BIM inh 1.1, GLD-1 RNA inh 2.2, Bcl-xL primary 8.7, AGP1-GFP MLPCN 91.0, GRK2 aptamer HTS 6.0, Yeast superoxide 118.9, VLA-4 inh 1.1 and MEX-5 binding -1.8.
COC(CNC(=O)c1cnn2c(C)c(Cc3ccccc3)c(C)nc12)OC was read as CIT2 TOR yeast 89.9, MCL1-BIM inh 3.5, GLD-1 RNA inh -4.2, Bcl-xL primary 2.9, AGP1-GFP MLPCN 93.6, GRK2 aptamer HTS 1.0, Yeast superoxide 114.8, VLA-4 inh -1.3 and MEX-5 binding 0.0.
Screening O=C(CCc1nnc(CCC2CCCCC2)o1)NCCn1cccn1 returned CIT2 TOR yeast 90.8, MCL1-BIM inh -6.1, GLD-1 RNA inh 0.9, Bcl-xL primary 5.7, AGP1-GFP MLPCN 83.4, GRK2 aptamer HTS 0.0, Yeast superoxide 117.1, VLA-4 inh 2.9 and MEX-5 binding 1.7.
CC(=O)C1=C(O)C(=O)N(c2ccccn2)C1c1cccc(F)c1 (centres undefined) was read as CIT2 TOR yeast 90.9, MCL1-BIM inh -8.1, GLD-1 RNA inh 0.8, Bcl-xL primary 1.0, AGP1-GFP MLPCN 86.4, GRK2 aptamer HTS 2.0, Yeast superoxide 95.0, VLA-4 inh 0.0 and MEX-5 binding -2.9.
For Cc1cc(=O)oc2cc(OCC(=O)OCC(=O)NC(C)C)ccc12 the results were CIT2 TOR yeast 102.0, MCL1-BIM inh 2.3, GLD-1 RNA inh -2.0, Bcl-xL primary 3.3, AGP1-GFP MLPCN 106.6, GRK2 aptamer HTS 3.0, Yeast superoxide 93.9, VLA-4 inh -0.6 and MEX-5 binding 0.8.
For c1ccc2c(c1)nc1n2CCN1 the results were CIT2 TOR yeast 105.7, MCL1-BIM inh -2.6, GLD-1 RNA inh 4.1, Bcl-xL primary -1.4, GRK2 aptamer HTS 0.0, Yeast superoxide 96.2, VLA-4 inh 9.0 and MEX-5 binding -0.9.
Screening COc1ccc(CCNC(=O)c2cc3c(C)nccc3[nH]c2=O)cc1OC returned CIT2 TOR yeast 117.4, MCL1-BIM inh 8.0, GLD-1 RNA inh -1.1, Bcl-xL primary 4.6, AGP1-GFP MLPCN 113.6, GRK2 aptamer HTS 3.0, Yeast superoxide 106.5, VLA-4 inh 6.2 and MEX-5 binding 0.1.
For O=C(CCn1nnc2ccccc21)Nc1nnc(COc2ccccc2F)s1 the results were CIT2 TOR yeast 87.0, MCL1-BIM inh -0.2, GLD-1 RNA inh 4.8, Bcl-xL primary 1.6, AGP1-GFP MLPCN 94.9, GRK2 aptamer HTS 0.0, Yeast superoxide 108.0, VLA-4 inh 32.4 and MEX-5 binding -1.9.
For O=c1[nH]ncc(NCCCO)c1Cl the results were CIT2 TOR yeast 89.8, MCL1-BIM inh -3.5, GLD-1 RNA inh -4.2, Bcl-xL primary -1.3, AGP1-GFP MLPCN 95.0, GRK2 aptamer HTS 0.0, Yeast superoxide 101.6, VLA-4 inh 9.3 and MEX-5 binding -2.3.
COc1cccc(-c2cc(C(=O)NCC3CCCO3)c3ccccc3n2)c1 (centres undefined) was read as CIT2 TOR yeast 101.7, MCL1-BIM inh 12.0, GLD-1 RNA inh 6.3, Bcl-xL primary 7.5, AGP1-GFP MLPCN 101.0, Yeast superoxide 98.3, VLA-4 inh 13.2 and MEX-5 binding -0.6.
